CAL PDZ FP-1 = CAL PDZ peptide-binding inhibitors, primary screen, biochemical, fluorescence polarization, Cer-tagged CAL PDZ, HTS | inhibition, % at 20 µM | Golgi-associated PDZ and coiled-coil motif-containing protein (Homo sapiens), Q9HD26 | purified CAL PDZ, TMR-peptide fluorescence polarization, 1 h | actives 0.02% (n = 330,000) | AID 504414, 2011;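 active = highest replicate inhibition of at least 40%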;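 also: plate controls were DMSO neutral control wells for no effect and unlabeled competitor peptide control wells for full effect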
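Test system: tagged CAL PDZ domain / Buffer or medium: sodium phosphate/NaCl buffer pH 7.4 with TCEP, IgG, Thesit / Reagent: TMR-labelled reporter peptide T*-PRC34 bound in PDZ groove / Compound dosing: single point, 20 µM / Schedule: 1 h incubation at room temperature before polarization reading / Technique: fluorescence polarization (mP) / Benchmarks: unlabelled peptide, DMSO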
CAL PDZ FP-2 = untagged CAL PDZ binding inhibitors, primary screen, biochemical, fluorescence polarization, HTS. Golgi-associated PDZ and coiled-coil motif-containing protein (Homo sapiens), Q9HD26. AID 602252, 2012. actives 0.92% (n = 300,000). purified CAL PDZ, TMR-peptide fluorescence polarization, 1 h. inhibition, % at 24.9 µM;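 active = mean inhibition of at least 30% with at least half of replicates also reaching 30%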;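 also: 0% = DMSO neutral control and 100% = excess unlabeled competitor peptide PRC23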
NSD2 HMT inh = NSD2 histone methyltransferase inhibitors, primary screen, biochemical, AlphaScreen, single concentration, set 2. actives 0.54% (n = 310,000). NSD2 peptide methylation, 120 min. AID 743445, 2014. inhibition, % at 12.5 µM; in the data active = inhibition above about 50%
Keap1-Nrf2 PPI = Keap1-Nrf2 protein-protein interaction inhibitors, primary screen, biochemical, fluorescence polarization, single point | inhibition, % at 9.4 µM | Kelch-like ECH-associated protein 1 (Homo sapiens), Q14145 | Keap1 Kelch-Nrf2 peptide fluorescence polarization, 1536-well | actives 0.15% (n = 340,000); in the data active = inhibition above about 12%;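 also: human Keap1 Kelch domain with fluorescein labeled Nrf2 9mer peptide probe; 0% = neutral control wells and 100% = peptide positive control; higher means more block of Keap1 binding to Nrf2 peptide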
RTF Ca sens inh = cardiac RTF calcium sensitivity inhibitors, primary screen, biochemical, IANBD-TnC fluorescence, EC70 calcium. Troponin I, cardiac muscle (Homo sapiens) + Troponin T, cardiac muscle (Homo sapiens) + …. IANBD-labeled cardiac RTF, Ca2+ fluorescence. inhibition, % at 7.15 µM. actives 0.12% (n = 340,000). AID 493244, 2011;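 active = inhibition above the mean inhibition of all tested compounds plus 3 SD, cut at about 17% in these data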;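 also: assay run at fixed EC70 calcium of 1.6 mM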
DAGLB inhibitor = DAGLB lipase inhibitors, primary screen, biochemical, fluorescence, HTS; inhibition, % at 5.17 µM; HEK293T DAGLB membrane lysate, EnzChek fluorogenic substrate; actives 0.059% (n = 340,000); in the data active = inhibition above about 34%;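 also: 0% = enzyme with vehicle and 100% = wells lacking enzyme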
Target sequence (Q8NCG7 whole entry, looked up): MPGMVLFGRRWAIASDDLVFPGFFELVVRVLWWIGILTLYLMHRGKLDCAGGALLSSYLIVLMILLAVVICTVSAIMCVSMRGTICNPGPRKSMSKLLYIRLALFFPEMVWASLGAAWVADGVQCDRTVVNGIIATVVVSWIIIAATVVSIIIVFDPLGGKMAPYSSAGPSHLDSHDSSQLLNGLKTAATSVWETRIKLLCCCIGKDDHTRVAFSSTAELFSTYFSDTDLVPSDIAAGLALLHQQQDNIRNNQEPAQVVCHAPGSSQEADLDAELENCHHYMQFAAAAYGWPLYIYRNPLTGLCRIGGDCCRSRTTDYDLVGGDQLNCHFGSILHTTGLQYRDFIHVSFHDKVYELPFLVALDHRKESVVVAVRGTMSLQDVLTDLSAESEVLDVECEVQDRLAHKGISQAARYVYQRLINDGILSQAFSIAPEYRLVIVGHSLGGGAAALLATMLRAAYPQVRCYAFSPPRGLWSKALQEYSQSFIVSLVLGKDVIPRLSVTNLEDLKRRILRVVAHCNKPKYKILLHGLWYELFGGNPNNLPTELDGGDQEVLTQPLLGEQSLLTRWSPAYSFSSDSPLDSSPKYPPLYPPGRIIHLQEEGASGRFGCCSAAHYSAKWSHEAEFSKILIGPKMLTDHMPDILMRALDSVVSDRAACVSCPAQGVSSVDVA
DSG3 Ab inh = inhibitors of pemphigus antibody binding to DSG3, primary screen, biochemical, bead-based, flow cytometry, scFv-GFP | Desmoglein-3 (Homo sapiens), P32926 | DSG3-coupled beads, scFv-anti-DSG3-GFP binding; hits give low values | binding (percent of control), % at 10 µM | actives 0.48% (n = 310,000) | AID 588358, 2011;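 active = binding more than 3 SD below its plate's average and above zero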;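 also: hits lower antibody fragment binding to DSG3; some compounds called inactive have numbers as strong as hits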
LANA DNA inh = inhibitors of KSHV C-LANA binding to DNA, primary screen, biochemical, fluorescence polarization, FAM-LBS DNA, MBP-C-LANA, single point; inhibition, % at 9 µM; actives 0.078% (n = 340,000);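 active = highest replicate inhibition at or above 60% at 9 µM, even if other replicates fall short; inactive = all replicates below 60% inhibition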;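 also: 0% = neutral control wells and 100% = 4 µM acridine orange control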
Arr AP2 block = inhibitors of beta-arrestin/AP2 binding, primary screen, biochemical, GPCR trafficking, flow cytometry; AID 504490, 2011; actives 0.31% (n = 340,000); beta-arrestin 1 C-terminal peptide binding to AP2 beta2-adaptin appendage (human); inhibition, % at 10 µM; FITC-arrestin peptide / GST-AP2 beads; AP2 beta2 appendage carries R879A mutation;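 active = inhibition above a set limit, near 3 SD of compounds lacking own fluorescence, cut at about 54% in these data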;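 also: plate controls were DMSO wells for no effect and 5 µM unlabelled arrestin peptide for full effect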
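test system = AP2 appendage R879A on GSH beads | buffer or medium = PBS plus Tween 20 (0.05%) and BSA (0.1%) | incubation = 12 min plus 1 h, RT | detection = bead flow cytometry, FITC channel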
V-ATPase pHluor = regulators of yeast V-ATPase proton pumping, primary screen, pHLuorin cytosolic pH fluorescence; AID 504577, 2011; actives 0.37% (n = 350,000); S. cerevisiae; response, % at 10 µM; in the data active = response mostly above about 7.3%, no sharp cut-off; inactive = mostly below about 5.4%; also: actives read high; inactives centre near 0; some compounds called inactive have numbers as strong as hits
* marks the source's active call; other numbers are inactive results; . = no result given. A portion of the library; rates above refer to the full screens.

SMILES	CAL PDZ FP-1	CAL PDZ FP-2	NSD2 HMT inh	Keap1-Nrf2 PPI	RTF Ca sens inh	DAGLB inhibitor	DSG3 Ab inh	LANA DNA inh	Arr AP2 block	V-ATPase pHluor
Cc1cccc2cc3c(NC(=O)CC(C)C)nn(C)c3nc12	-0.4	-2.5	.	-6.8	3.5	3.6	100.5	0.2	-8.1	.
CCOc1ccccc1C(=O)N(Cc1ccco1)C1CCS(=O)(=O)C1 (centres undefined)	-1.4	-2.7	4.3	-0.1	-8.9	-0.9	102.0	-0.8	-12.7	1.9
O=C(c1ccccc1)N1CCN(C(=O)c2cc3ccccc3o2)CC1	0.9	-0.8	-3.2	-4.7	-18.8	-0.1	73.7	1.9	-2.9	-0.2
COc1ccc(N(CC(=O)NN=C2CCCC2)S(=O)(=O)c2ccccc2)cc1Cl	-0.4	1.3	-1.6	-1.4	-21.5	-1.6	83.1	-1.1	13.2	2.1
Cc1csc(SCC(=O)N(C)C2CCS(=O)(=O)C2)n1 (centres undefined)	-0.7	0.8	-0.7	-0.7	4.0	3.2	99.3	0.4	24.9	14.2
O=C(CN(CCO)c1ccccc1)Nc1cccc(S(=O)(=O)N2CCCC2)c1	-8.3	0.3	0.0	1.9	0.9	1.4	99.6	-0.6	-25.3	-0.2
CC(=O)NS(=O)(=O)c1ccc(NC(=O)[C@@H]2CCCN2S(=O)(=O)c2ccc(Cl)cc2)cc1	-1.2	-2.4	-5.0	-1.1	-2.1	-0.4	.	-1.5	26.7	1.2
CCN(C(=O)C(C)OC(=O)c1nn(-c2ccccc2C(F)(F)F)cc1O)c1ccccc1 (centres undefined)	-4.5	-10.0	0.3	4.5	5.4	-0.7	92.3	1.2	-5.2	-0.6
CCOC(=O)CSc1ncnc2c1c(-c1ccccc1)cn2-c1ccc(OC)cc1	0.0	3.3	2.4	-4.3	-4.8	-10.9	102.3	0.4	2.1	-1.5
COc1cc(/C=C2/NC(=O)NC2=O)ccc1OCC(=O)Nc1ccc(F)cc1	-2.2	-0.1	27.9	-2.1	1.4	1.1	.	0.2	11.9	-0.5
CCOC(=O)C(=O)NCC(c1cccs1)S(=O)(=O)c1ccc(Cl)cc1 (centres undefined)	-2.0	-3.8	-2.1	-4.1	-9.6	-0.7	.	0.5	17.5	-7.3
CNC(=O)C1CC(=O)N(CCCc2ccccc2)C(=Nc2ccccc2)S1 (centres undefined)	0.3	-3.1	1.2	7.1	-7.0	-5.0	.	0.7	0.5	-4.0
COc1cc(OC)cc(C(=O)NNC(=S)Nc2ccc(S(N)(=O)=O)cc2)c1	0.0	-1.6	-0.1	1.8	4.0	0.5	100.5	-0.3	30.2	0.0
O=C(O)CCCCCN1C(=O)/C(=C/c2ccncc2)SC1=S	-0.5	-3.0	-7.4	0.0	-14.4	-1.4	120.9	-2.4	4.3	0.6
O=C1NCCN1Cc1ccc(Cl)cc1	-1.0	-2.1	-1.3	0.8	-5.8	-1.1	.	0.5	17.7	1.6
Clc1ccc(SCCn2cncn2)cc1	-2.3	1.6	3.9	-4.6	-6.2	0.8	105.9	2.5	4.3	0.4
O=C(N[C@H]1C/C=C\C[C@@H](CC(=O)N(CCO)Cc2ccccc2)C(=O)N2CCC[C@@H]2COC1=O)OCC1c2ccccc2-c2ccccc21	0.1	-0.1	.	2.3	-3.7	1.9	94.5	0.9	-6.2	3.4
Cc1cc(CNC(=O)Cc2ccccc2)c2ccccc2n1	0.1	-3.6	-5.1	-3.6	2.6	-5.1	101.7	0.9	12.6	-1.9
CCOC(=O)c1ccc2c(c1)C(=O)N(C1CCCCC1)C2=O	-1.0	-8.9	1.0	0.3	-15.7	-1.5	119.0	0.1	-9.7	-2.8
COC(=O)Cn1cc(C(=O)C(F)(F)F)c2ccccc21	-0.1	-0.1	-1.9	-4.7	-10.7	-3.4	114.1	0.6	10.6	-1.5
CC(C)(C)c1ccc(C(=O)NCC2CCCN2S(=O)(=O)c2ccccc2)cc1 (centres undefined)	-1.9	0.5	-9.1	-6.1	-6.3	1.8	111.2	-0.7	40.2	17.3
CCNC(=S)NNC(=O)c1ccccc1OC(F)F	.	-2.3	4.9	-4.9	-12.8	-2.1	95.4	3.3	-1.3	-0.7
O=C(CSc1nnc(CNC(=O)c2c(F)cccc2Cl)o1)NC1CCCC1	-1.2	74.0*	-4.9	-4.7	-0.3	0.2	102.6	1.9	3.6	-2.0
Cc1nonc1OCCn1nnnc1N	0.1	-2.2	1.1	1.9	-14.7	0.4	99.4	-0.2	4.1	-4.6
O=C(COC(=O)C1COc2ccccc2O1)NC(=O)NC1CCCC1 (centres undefined)	0.8	-3.0	-0.9	1.9	-25.0	0.1	105.9	-1.7	-6.4	-0.5
COc1ccc(C(=O)/C=C/c2cccs2)c(OC(=O)N2CCOCC2)c1	-1.1	1.4	0.9	-8.2	1.6	-0.5	80.4	-0.7	4.9	1.3
CCOC(=O)NC1=NCC(C)S1 (centres undefined)	-1.7	-4.2	9.3	-5.4	-9.7	-0.6	95.1	-2.3	4.3	-0.7
CC1CCN(CC(=O)N2c3ccccc3CC2C)CC1 (centres undefined)	0.2	1.5	-0.1	-1.0	-21.0	0.3	112.0	-0.8	6.0	0.2
O=[N+]([O-])c1ccccc1S(=O)(=O)Nc1ccc(S(=O)(=O)Nc2nccs2)cc1	-0.1	-2.5	6.0	3.9	-5.5	-2.2	.	-0.9	23.6	-0.8
C#CCNC(=O)C1=C[C@@H](c2ccc3c(c2)OCO3)C[C@@H](OCCCCO)O1	-0.8	5.2	.	-7.3	-2.2	-3.4	102.5	1.1	38.8	1.8

The final 3 records of the part before open the next one:
SMILES	CAL PDZ FP-1	CAL PDZ FP-2	NSD2 HMT inh	Keap1-Nrf2 PPI	RTF Ca sens inh	DAGLB inhibitor	DSG3 Ab inh	LANA DNA inh	Arr AP2 block	V-ATPase pHluor
CC1CCN(CC(=O)N2c3ccccc3CC2C)CC1 (centres undefined)	0.2	1.5	-0.1	-1.0	-21.0	0.3	112.0	-0.8	6.0	0.2
O=[N+]([O-])c1ccccc1S(=O)(=O)Nc1ccc(S(=O)(=O)Nc2nccs2)cc1	-0.1	-2.5	6.0	3.9	-5.5	-2.2	.	-0.9	23.6	-0.8
C#CCNC(=O)C1=C[C@@H](c2ccc3c(c2)OCO3)C[C@@H](OCCCCO)O1	-0.8	5.2	.	-7.3	-2.2	-3.4	102.5	1.1	38.8	1.8
CCOC(=O)N1CCN(C(=O)CN2C(=O)NC(c3ccccc3)(c3ccccc3)C2=O)CC1	-2.4	-3.1	-5.8	0.0	-26.5	0.8	97.3	1.5	2.9	2.2
CC1(C)Cc2c(c(-c3ccccc3)nc(N3CCOCC3)c2C(N)=O)CO1	-0.6	-0.3	0.6	-5.0	6.3	-1.7	113.0	-1.1	-5.9	-1.3
Cc1nonc1NC(=O)c1ccccc1Br	-2.0	-2.8	-1.3	-4.5	2.2	-1.2	96.4	0.9	6.2	-3.4
CCOC(=O)c1cc(-c2ccc(OC)cc2)n(CCC(=O)NC2CCN(Cc3ccccc3)CC2)c1C	-2.1	-2.2	4.9	-2.4	7.1	3.3	115.9	0.1	-1.1	-0.1
CC1CC(=O)N(CC(=O)Nc2cccc(F)c2)c2ccccc2S1(=O)=O (centres undefined)	-2.7	-4.1	-1.5	-2.7	-0.4	1.0	.	-1.0	-3.6	1.2
O=c1c2ccccc2nc2n1C(CSc1ccc(Br)cc1)CN2 (centres undefined)	-0.4	-2.4	3.0	-1.7	-2.7	-3.4	105.3	1.2	-4.7	-3.9
Cc1cc(C)c(NC(=O)c2c[nH]c(=S)n2-c2ccc(F)cc2)c(C)c1	0.1	5.1	-4.5	-5.3	-2.9	0.3	109.0	-0.2	-7.6	-3.8
CC(C)CCC(CCNCc1ccccn1)c1ccc2c(c1)OCO2 (centres undefined)	-1.2	-1.3	5.0	-7.0	-8.1	-1.6	223.4	7.1	9.8	4.2
CC1CCCCC12NC(=O)N(CC(=O)NCc1ccco1)C2=O (centres undefined)	-0.1	-3.8	0.1	-3.8	-8.8	-2.0	.	0.0	-8.0	8.6
O=C(CNC(=O)c1ccc(Br)o1)NC1CCCCC1	-2.3	5.9	-0.6	-2.7	-4.8	0.1	.	-1.2	7.8	-1.3
Cc1cccc(-n2ncc3c2CCCC3NC(=O)CCN2Cc3ccccc3C2=O)c1C (centres undefined)	-0.4	-2.7	-0.1	1.0	-3.7	2.2	108.5	-0.3	0.5	1.6
C=CCOc1cccc(C2/C(=C(/O)c3ccc4c(c3)CC(C)O4)C(=O)C(=O)N2CCN2CCOCC2)c1 (centres undefined)	0.2	-4.3	2.3	8.3	-9.1	1.9	.	0.4	7.7	-2.0
Cc1cc(C)n(-c2ccc(C(=O)Nc3ccccn3)cc2)n1	-2.7	.	1.0	-7.6	-0.2	-0.1	96.5	1.2	4.6	-4.7
COc1ccc(OCC(=O)Nc2c3c(nn2-c2ccc(OC)cc2)CS(=O)(=O)C3)cc1	0.3	-1.4	0.1	-4.5	2.3	3.9	113.9	1.3	-12.9	-0.8
COc1ccc(/C=C/C(=O)NC(=S)N2CCCCC2)cc1OC	0.9	.	-3.5	-2.9	0.2	-1.2	115.5	-0.9	5.5	-0.3
CCOC(=O)N1CCN(C(=O)Cn2ncc3ccccc32)CC1	0.9	-1.7	.	-3.8	3.5	1.3	108.5	1.5	1.9	-0.9
N=c1c2c(-c3ccccc3)c(-c3ccccc3)oc2ncn1CCCN1CCOCC1	-1.8	-6.1	.	-0.4	-6.2	1.7	100.1	-3.1	-0.8	-4.2
Cc1ccc(/C=N/n2c(C)nnc2C)cc1	-1.1	-4.4	-0.5	-0.1	-3.4	-2.9	119.8	0.8	1.0	4.0
Cc1ccc2c(CC(=O)Nc3cccc(S(=O)(=O)N4CCOCC4)c3)coc2c1	0.0	-5.1	-0.9	-3.1	8.8	-3.2	109.7	-1.1	28.5	-1.4
O=C(O)c1ccc(NN=Cc2cc(=O)[nH]c(=O)[nH]2)cc1	-1.1	-5.4	0.1	-2.3	-0.7	-0.5	93.3	0.0	-8.4	0.3

Source: PubChem BioAssay (several laboratories)
